Assay outcomes: PubChem, National Center for Advancing Translational Sciences (NCATS)
aGal spleen mod = inhibitors or activators of human alpha-galactosidase in spleen homogenate. P06280. human spleen homogenate, 4MU-alpha-Gal fluorescence, 40 min. Potency, µM (doses to about 80 µM), for the others: at the top dose activity change, negative = inhibition, hits mostly inhibitors. hit rate 0.008% among 240,000. AID 2107;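 further: 0% = enzyme with vehicle and -100% = no enzyme basal signal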
Target sequence (P06280 32-429 limits assumed): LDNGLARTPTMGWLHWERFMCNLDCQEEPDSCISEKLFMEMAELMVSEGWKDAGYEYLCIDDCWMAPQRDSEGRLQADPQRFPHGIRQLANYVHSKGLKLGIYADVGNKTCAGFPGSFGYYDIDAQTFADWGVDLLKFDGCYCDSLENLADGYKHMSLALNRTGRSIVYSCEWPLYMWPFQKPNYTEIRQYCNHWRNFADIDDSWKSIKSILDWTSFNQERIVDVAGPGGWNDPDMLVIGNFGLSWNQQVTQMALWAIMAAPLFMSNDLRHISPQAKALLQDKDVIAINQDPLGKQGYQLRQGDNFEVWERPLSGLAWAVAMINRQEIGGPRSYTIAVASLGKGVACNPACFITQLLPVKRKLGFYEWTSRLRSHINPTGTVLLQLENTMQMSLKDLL
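Spleen homogenate 1 ug + cpd (titration) + 4-MU-alpha-D-galactopyranoside 1 mM; 37C 40 min; 50 mM citrate/phosphate pH 5.0, 0.01% Tween-20; stop pH 10; fluorescence 365/440; AC50 via Hill.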
HTT ATP protect = cytoprotection in Huntington HTT-Q103 PC12 cell model; PC12 HTT-Q103 induced, cytoprotection, ATP luminescence, 40 h; Potency, µM (series often up to 56.4 µM), without a hit: cytoprotection (ATP increase), most hits filed as activators; hit rate 0.14% among 230,000; AID 1471;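 further: % of control where 0% means no effect; nearly all actives have a fitted effect of over 45% in size; toxic huntingtin expression switched on by the ecdysone agonist tebufenozide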
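Readout: ATPlite luminescence (ATP level). Model: stable PC12, inducible Htt exon1 Q103-GFP. Inducer: tebufenozide, 100 nM final. Compounds: dose series. No G418 in medium.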
aGlu spleen mod = lysosomal alpha-glucosidase (human) modulation. P10253. human spleen homogenate, 4-MU-alpha-glucoside fluorescence. hit rate 0.006% among 240,000. Potency, µM (series often up to 79.9 µM), without a hit: at the highest dose activity change, negative = inhibition, most hits filed as inhibitors;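 further: 0% = enzyme with vehicle and -100% = no enzyme basal signal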
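Compounds were titrated against alpha-glucosidase in spleen homogenate at pH 5.0, with 1 mM 4-methylumbelliferyl substrate for 40 min at 37 C. Reactions were quenched with pH 10 NaOH/glycine and fluorescence measured.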
GAA glycogen = alters human alpha-glucosidase cleavage of glycogen | Potency, µM (highest dose often 76.4 µM), for the others: at the top dose activity change, negative = inhibition, usual class: inhibitors | hit rate 0.38% among 300,000 | P10253 | recombinant GAA, glycogen substrate, Amplex Red glucose oxidase fluorescence;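 further: 0% = full enzyme reaction and -100% = no-enzyme basal signal; the screen sought inhibitors and activators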
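qHTS, 1536-well; enzyme 4 nM final; cpd up to 77 uM; substrate bovine liver glycogen 30 ug; 50 mM citrate/phosphate pH 5.0, 0.01% Tween-20; 37 C, 40 min; Amplex Red detection 45 min RT; Hill fit → AC50.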
Starred values were filed as active, the others as inactive; ? = inconclusive; . = no result given; & = joins results of further samples; [ ] = another dose, or the depositor's remark. The call rests on the fitted dose curve; in most records, active means well fitted curve in the direction sought with a large enough effect; inconclusive means small, poorly fitted or top-dose-only effect, or another doubt; inactive means no such curve, though single readings can be large; an effect the other way counts as inactive or inconclusive. Potency means the concentration at half of the fitted maximal effect. These rows are one share of the data, so the mix of outcomes need not match the whole.

Start of the listing, in advance:
cpd | mol | aGal spleen mod | HTT ATP protect
1 | CCCCCCCCCCCCCCCC[N+](C)(C)Cc1ccccc1 | . | -97.3%[inhibitor]
2 | CCOC(=O)[C@H](CCc1ccccc1)N[C@@H](C)C(=O)N1C(=O)N(C)C[C@H]1C(=O)O | . | 1.9%
3 | O=C(NCCCN1CCOCC1)c1ccc(Cl)cc1 | . | 31.6%
4 | C[C@H](N)C1CCC(C(=O)Nc2ccncc2)CC1 (some centres undefined) | . | 8.2%[1.9 µM]
5 | CCOC(=O)c1ccccc1O | . | 16.6%

cpd | aGlu spleen mod | GAA glycogen
1 | . | .
2 | . | .
3 | . | .
4 | . | .
5 | . | .

Main list, from the start:
cpd | mol | aGal spleen mod | HTT ATP protect
1 | CCCCCCCCCCCCCCCC[N+](C)(C)Cc1ccccc1 | . | -97.3%[inhibitor]
2 | CCOC(=O)[C@H](CCc1ccccc1)N[C@@H](C)C(=O)N1C(=O)N(C)C[C@H]1C(=O)O | . | 1.9%
3 | O=C(NCCCN1CCOCC1)c1ccc(Cl)cc1 | . | 31.6%
4 | C[C@H](N)C1CCC(C(=O)Nc2ccncc2)CC1 (some centres undefined) | . | 8.2%[1.9 µM]
5 | CCOC(=O)c1ccccc1O | . | 16.6%
6 | COC(=O)C1=C(C)NC(C)=C(C(=O)OCCN2CCN(C(c3ccccc3)c3ccccc3)CC2)C1c1cccc([N+](=O)[O-])c1 (centres undefined) | . | -68.5%[inhibitor]
7 | C=CCCCCCCCCC(=O)OC | . | 11.1%
8 | C[C@@H]1CC2[C@@H]3C[C@H](F)C4=CC(=O)C(Cl)=C[C@]4(C)[C@@]3(F)[C@H](O)C[C@]2(C)[C@@]1(O)C(=O)CO (some centres undefined) | . | -71.7%[inhibitor]
9 | N#C/C(=C1/SCC(c2ccccc2Cl)S1)n1ccnc1 (centres undefined) | . | 21.7%
10 | CN[C@@H]1[C@H](O)[C@H](NC)[C@@H]2O[C@]3(O)C(=O)C[C@@H](C)O[C@H]3O[C@@H]2[C@H]1O | . | 50.6%
11 | C/C(=C(/CCO)SS/C(CCO)=C(\C)N(C=O)Cc1cnc(C)nc1N)N(C=O)Cc1cnc(C)nc1N | . | 3.7%
12 | CN(c1nccc(=O)[nH]1)C1CCN(c2nc3ccccc3n2Cc2ccc(F)cc2)CC1 | . | -4.7%
13 | NCc1ccccc1Sc1ccccc1CO | . | ?
14 | CC(=O)Nc1ccc(OC(=O)c2ccccc2OC(C)=O)cc1 | . | 8.3%
15 | Cc1c(C(=O)O)c(O)cc2c1C(=O)c1c(O)c([C@@H]3O[C@H](CO)[C@@H](O)[C@H](O)[C@@H]3O)c(O)c(O)c1C2=O | . | -0.6%

cpd | aGlu spleen mod | GAA glycogen
1 | . | .
2 | . | .
3 | . | .
4 | . | .
5 | . | .
6 | . | .
7 | . | .
8 | . | .
9 | . | .
10 | . | .
11 | . | .
12 | . | .
13 | . | .
14 | . | .
15 | . | .

cpd | mol | aGal spleen mod | HTT ATP protect
16 | CCCC1(c2ccccc2)NC(=O)N(CC(=O)N(C)Cc2c(F)cccc2Cl)C1=O (centres undefined) | . | .
17 | CCC(C(=O)Nc1ccccc1N1CCCC1)c1ccccc1 (centres undefined) | . | .
18 | COc1cc2c(c(OC)c1OC)-c1c(cc(OC)c(OC)c1OC)CC(C)C(C)C2 (centres undefined) | 4.2% | .
19 | C[C@@]12CC[C@H]3[C@@H](CCC4=CC(=O)CC[C@]43C)[C@H]1CC[C@H]2C(=O)CO | 7.4%[29.1 µM] | -61.0%[inhibitor][17.1 µM]
20 | CCCCCCCCCCCCOCCOCCOCCOCCOCCOCCOCCOCCOCCO | -11.6% | -77.8%[inhibitor]
21 | CCCOc1ccc(C(=O)OCCN(CC)CC)cc1N | 8.4%[29.1 µM] | 15.5%[40.3 µM]
22 | C[C@@H]1c2cccc(O)c2C(O)=C2C(=O)[C@@]3(O)C(O)=C(C(N)=O)C(=O)[C@@H](N(C)C)[C@@H]3[C@@H](O)[C@@H]21 | -0.1%[29.1 µM] | ?
23 | Cc1cc(=O)oc2cc(O)ccc12 | ? | 5.62µM*
24 | CCc1cccc(CC)c1NC(=O)CN(CC(=O)O)CC(=O)O | -1.7%[29.1 µM] | ?
25 | CCCCNCC | 5.5% | 9.9%
26 | CCCCOc1cc(C(=O)OCCN(CC)CC)ccc1N | -5.5%[29.1 µM] | -10.2%[40.3 µM]
27 | COC(=O)c1ccccc1O | 1.4% | -35.9%&-5.5%[inhibitor]
28 | C=Cc1ccccc1 | 3.6% | -0.6%
29 | COc1cc2nc(N3CCN(C(=O)[C@@H]4COc5ccccc5O4)CC3)nc(N)c2cc1OC | 15.3%[29.1 µM] | 13.6%[40.3 µM]
30 | COc1cc(N)c(Cl)cc1C(=O)N[C@H]1CCN(CCCOc2ccc(F)cc2)C[C@H]1OC | 12.5%[29.1 µM] | 14.6%[17.1 µM]
31 | C=C1c2cccc(O)c2C(O)=C2C(=O)[C@@]3(O)C(O)=C(C(N)=O)C(=O)[C@@H](N(C)C)[C@@H]3[C@@H](O)[C@H]12 | -4.9%[29.1 µM] | 4.7%[40.3 µM]
32 | Cc1ccsc1/C=C\C1=NCCCN1C | 6.6%[29.1 µM] | -17.3%[17.1 µM]

cpd | aGlu spleen mod | GAA glycogen
16 | . | -1.4%
17 | . | 1.0%[76.3 µM]
18 | 6.1% | .
19 | 4.1%[29.1 µM] | .
20 | 3.0% | .
21 | 7.0%[29.1 µM] | .
22 | 2.9%[29.1 µM] | .
23 | ? | .
24 | -0.9%[29.1 µM] | .
25 | -4.8% | .
26 | -9.1%[29.1 µM] | .
27 | 6.2% | .
28 | -1.5% | .
29 | 7.7%[29.1 µM] | .
30 | -3.8%[29.1 µM] | .
31 | 5.6%[29.1 µM] | .
32 | 3.6%[29.1 µM] | .

Limited to aGal spleen mod, GAA glycogen and HTT ATP protect (7 entries from above):
| nr | molecule | aGal spleen mod | GAA glycogen | HTT ATP protect |
| --- | --- | --- | --- | --- |
| 25 | CCCCNCC | 5.5% | . | 9.9% |
| 26 | CCCCOc1cc(C(=O)OCCN(CC)CC)ccc1N | -5.5%[29.1 µM] | . | -10.2%[40.3 µM] |
| 27 | COC(=O)c1ccccc1O | 1.4% | . | -35.9%&-5.5%[inhibitor] |
| 28 | C=Cc1ccccc1 | 3.6% | . | -0.6% |
| 29 | COc1cc2nc(N3CCN(C(=O)[C@@H]4COc5ccccc5O4)CC3)nc(N)c2cc1OC | 15.3%[29.1 µM] | . | 13.6%[40.3 µM] |
| 30 | COc1cc(N)c(Cl)cc1C(=O)N[C@H]1CCN(CCCOc2ccc(F)cc2)C[C@H]1OC | 12.5%[29.1 µM] | . | 14.6%[17.1 µM] |
| 31 | C=C1c2cccc(O)c2C(O)=C2C(=O)[C@@]3(O)C(O)=C(C(N)=O)C(=O)[C@@H](N(C)C)[C@@H]3[C@@H](O)[C@H]12 | -4.9%[29.1 µM] | . | 4.7%[40.3 µM] |

Full records as entered above:
COC(=O)c1ccccc1O in the list: aGal spleen mod = 1.4%; HTT ATP protect = -35.9%&-5.5%[inhibitor]; aGlu spleen mod = 6.2%; GAA glycogen = .
C[C@@]12CC[C@H]3[C@@H](CCC4=CC(=O)CC[C@]43C)[C@H]1CC[C@H]2C(=O)CO in the list: aGal spleen mod = 7.4%[29.1 µM]; HTT ATP protect = -61.0%[inhibitor][17.1 µM]; aGlu spleen mod = 4.1%[29.1 µM]; GAA glycogen = .
